LYPLA2 inh – counter-screen for PME1 inhibitors: inhibitors of human LYPLA2; O95372; recombinant LYPLA2, FP-Rh probe fluorescence polarization; inhibition, % at 5.9 µM; actives 0.38% (n = 320,000); AID 2177;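 active = inhibition above the screen-wide mean plus 3 SD, limit set per campaign, cut at about 26% in these data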;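 also: 0% = LYPLA2 with DMSO and 100% = wells lacking LYPLA2 enzyme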
PAFAH1B2 FP inh – inhibitors of human PAFAH1B2 | P68402 | recombinant PAFAH1B2, FP-rhodamine activity probe, fluorescence polarization | inhibition, % at 3.39 µM | actives 1.2% (n = 340,000) | AID 492953;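 active = inhibition above the mean of all tested compounds plus 3 SD, cut at about 24% in these data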;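 also: 0% = enzyme with DMSO and 100% = wells lacking PAFAH1B2; many of its hits are not listed in these tables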
Target sequence (P68402 whole entry, looked up): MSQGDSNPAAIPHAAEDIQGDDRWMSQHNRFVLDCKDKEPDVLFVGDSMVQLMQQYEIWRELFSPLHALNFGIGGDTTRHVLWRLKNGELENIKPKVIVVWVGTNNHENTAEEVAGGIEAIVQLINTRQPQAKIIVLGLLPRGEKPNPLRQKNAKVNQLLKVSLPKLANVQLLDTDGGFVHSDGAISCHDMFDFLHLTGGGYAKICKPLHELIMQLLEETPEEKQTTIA
EBNA-1 inh – blocks EBNA-1 binding to DNA; EBNA-1 DNA binding, fluorescence polarization; inhibition, % at 14.8 µM; actives 0.34% (n = 300,000); AID 1950; in the data active = inhibition above about 28%
PAFAH2 inh – inhibitors of human PAFAH2; recombinant PAFAH2, FP-rhodamine activity probe, fluorescence polarization; inhibition, % at 3.39 µM; actives 0.99% (n = 340,000);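 active = inhibition above the mean over all tested compounds plus 3 SD, cut at about 30% in these data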;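 also: inhibitors block probe labeling of enzyme so polarization drops; 0% = enzyme with DMSO and 100% = wells lacking PAFAH2 protein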
pPAFAH inh – inhibitors of human plasma PAF acetylhydrolase (pPAFAH); Q13093; recombinant pPAFAH, FP-rhodamine probe fluorescence polarization; inhibition, % at 3.39 µM; actives 1.5% (n = 330,000); AID 463082;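 active = inhibition above the mean inhibition across the screen plus 3 SD, cut at about 25% in these data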;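 also: inhibitors block binding of the rhodamine activity-based probe so polarization drops; 0% = enzyme with DMSO and 100% = wells lacking pPAFAH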
PREPL inh – human PREPL enzyme inhibition. recombinant PREPL, fluorescence polarization activity-based probe. inhibition, % at 5.96 µM. actives 0.68% (n = 320,000). AID 2751; in the data active = inhibition above about 43%;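 also: 0% = enzyme with DMSO and 100% = wells lacking enzyme; many of its hits are not listed in these tables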
ZTA counter – counter-screen for EBNA-1 inhibitors: inhibitors of Epstein-Barr virus ZTA | actives 0.15% (n = 320,000) | P03206 | AID 2234 | inhibition, % at 11 µM | ZTA-DNA binding, fluorescence polarization; in the data active = inhibition above about 33%
Target sequence (P03206 whole entry, looked up): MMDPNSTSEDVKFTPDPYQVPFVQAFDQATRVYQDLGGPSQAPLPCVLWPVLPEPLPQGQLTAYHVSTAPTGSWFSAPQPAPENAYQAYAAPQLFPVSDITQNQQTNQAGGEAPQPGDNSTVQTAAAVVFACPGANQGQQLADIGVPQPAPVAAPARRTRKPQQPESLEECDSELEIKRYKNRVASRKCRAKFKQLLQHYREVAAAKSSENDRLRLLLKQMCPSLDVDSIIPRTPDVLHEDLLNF
PAFAH1B3 FP inh – PAFAH1B3 (human) inhibition | Q15102 | recombinant PAFAH1B3, FP-rhodamine probe, fluorescence polarization | inhibition, % at 3.39 µM | actives 0.28% (n = 340,000);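 active = inhibition above the screen-wide average of all tested compounds plus 3 SD, cut at about 25% in these data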;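 also: 0% = enzyme with DMSO only and 100% = wells lacking PAFAH1B3 protein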
Target sequence (Q15102 whole entry, looked up): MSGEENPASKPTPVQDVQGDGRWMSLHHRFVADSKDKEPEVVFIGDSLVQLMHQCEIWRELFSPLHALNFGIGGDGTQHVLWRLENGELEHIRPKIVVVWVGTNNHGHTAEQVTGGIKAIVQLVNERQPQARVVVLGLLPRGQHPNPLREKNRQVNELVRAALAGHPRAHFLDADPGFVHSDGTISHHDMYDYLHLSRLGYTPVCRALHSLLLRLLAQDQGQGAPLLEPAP
LYPLA1 inh – counter-screen for PME1 inhibitors: inhibitors of human LYPLA1 | actives 0.16% (n = 320,000) | AID 2174 | recombinant LYPLA1, FP-Rh probe fluorescence polarization | inhibition, % at 5.9 µM;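 active = inhibition above the mean of all tested compounds plus 3 SD, set per campaign, cut at about 14% in these data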;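 also: inhibitors block serine hydrolase probe labeling of LYPLA1 so polarization falls; 0% = enzyme with DMSO and 100% = wells lacking LYPLA1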
Target sequence (O75608 whole entry, looked up): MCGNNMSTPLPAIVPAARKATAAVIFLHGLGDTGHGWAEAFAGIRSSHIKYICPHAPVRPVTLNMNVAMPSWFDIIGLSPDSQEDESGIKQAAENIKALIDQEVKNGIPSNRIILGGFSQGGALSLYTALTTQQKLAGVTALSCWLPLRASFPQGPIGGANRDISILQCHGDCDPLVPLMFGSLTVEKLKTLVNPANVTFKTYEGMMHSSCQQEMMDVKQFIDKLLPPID
An asterisk follows results filed as active; / = no result given.

SMILES	LYPLA2 inh	PAFAH1B2 FP inh	EBNA-1 inh	PAFAH2 inh	pPAFAH inh	PREPL inh	ZTA counter	PAFAH1B3 FP inh	LYPLA1 inh
NC1=NC(=O)/C(=C/c2ccc(Br)cc2)S1	10	2	4	2	6	-1	1	2	0
O=C1C(=O)N(CCN2CCOCC2)C(c2ccccn2)/C1=C(/O)c1ccc(F)cc1 (configuration not stated)	1	-1	-2	0	6	1	-13	-3	4
CCCN1CCN(S(=O)(=O)c2c(C)[nH]c(C)c2C(=O)N2CCCCC2)CC1	2	0	-3	7	4	-2	9	9	-4
CC(=O)N[C@@H](CC(=O)O)C(=O)O	4	-7	0	-6	-3	9	-4	9	0
COc1ccc(C(=O)Nc2cc(OC)nc(OC)n2)cc1	2	0	9	7	3	6	4	4	-1
CCN(CC)S(=O)(=O)c1ccc(OC(C)C)c(NC(=O)C2=COCCO2)c1	-3	6	0	5	24	-3	1	4	-1
CCCN(CCC)S(=O)(=O)c1ccc(NC(=O)COc2ccccc2)cc1	-17	-3	-7	-1	-7	-3	3	-1	-9
c1ccc2c(CN3CCCCC3)csc2c1	-4	5	-9	6	-3	-14	0	5	0
O=C(Nc1ccc2oc(-c3ccccc3F)nc2c1)c1ncn[nH]1	-5	7	4	12	1	-7	8	-7	-4
CCC1(CC)NC(=O)N(CC(=O)OCC(=O)Nc2cc(OC)ccc2OC)C1=O	-1	10	/	4	2	4	5	0	-1
COc1cc(/C=N/NC(=O)c2cc(C)oc2C)ccc1OCc1ccccc1	-4	4	6	-5	1	20	-4	-7	-3
O=C(CCCOc1ccccc1)Nc1cccc(S(=O)(=O)N2CCCCC2)c1	-7	4	/	2	3	0	6	-3	-5
S=C(NCCc1ccccc1)N1CCCCC1	6	5	4	-5	6	2	-16	15	2
O=c1oc2ccccc2c(O)c1C=NCc1ccccn1	-1	5	-13	-4	2	1	-14	9	-3
CC1CCC2(CC1)NC(=O)N(NC(=O)c1cc3ccccc3o1)C2=O (configuration not stated)	5	3	/	0	1	5	-17	5	3
COc1ccc(C(=O)Nn2c(C)nc3ccccc3c2=O)cc1[N+](=O)[O-]	0	0	-4	8	-1	2	-9	-2	-3
COc1ccc(S(=O)(=O)N2CCCC2)c(C)c1C	13	-4	11	3	8	-10	-2	9	4
O=C(O)C1CCCCC1C(=O)Nc1nc(-c2cccs2)cs1 (configuration not stated)	0	-4	-9	7	-2	-11	13	3	1
COc1ccc(NC(=O)c2c(-c3c(Cl)cccc3Cl)noc2C)cn1	8	4	6	0	5	-1	10	16	0
Cc1nnc(SCCN2CCOCC2)n1C	1	2	9	-7	2	6	11	-1	-1
Cc1ccc(-n2c(N)c(C#N)c(-c3ccc(Cl)cc3)c(C#N)c2=O)cc1	3	2	2	0	4	-24	2	2	3
O=C(Nc1ccccn1)c1ccc(Br)c(S(=O)(=O)N2CCCCC2)c1	4	12	3	4	1	6	-8	12	0
CCc1ccc(OCCCC(=O)O)c(Br)c1	-1	6	4	7	-1	2	-3	2	-1
COc1ccc(Nc2cc(Nc3ccccc3)ncn2)cc1	4	5	4	-2	2	2	1	5	-1
Cc1ccc(Nc2nc3c([nH]2)c(=O)[nH]c(=O)n3C)cc1	2	8	-4	3	3	9	-2	-1	0
Cc1ccc(N(Cc2cc3ccccc3[nH]c2=O)C(=O)c2cccs2)cc1	-6	4	1	-3	-2	-14	-17	-7	-7
Cc1ccc(C(=O)OCC(=O)N(Cc2ccccc2)C(C)C)cc1C	/	5	/	7	0	-9	/	7	/
COc1ccc2c(c1)cc(C(=O)N[C@H](C(=O)N1CCC[C@H]1C(=O)O)C(C)C)n2C	-1	3	-8	1	-6	4	-9	7	-1
Cc1ccc(NC(=O)c2cc(-c3ccccc3O)n[nH]2)cc1C	1	-1	0	-3	-2	-2	-10	0	-2
O=C1CC(N2CCN(c3ccc(F)cc3)CC2)C(=O)N1c1ccc2c(c1)OCO2 (configuration not stated)	-2	-2	-5	9	-6	-1	6	6	-2
CC(NC(=O)C(=O)NN=C1CCCCCCCCCCC1)c1ccccc1 (configuration not stated)	-5	9	-2	-1	-2	-17	9	-2	1
Clc1nssc1=Nc1nncs1	8	10	/	-1	5	4	8	4	2
N#Cc1c(N2CCN(C(=O)c3ccco3)CC2)nc(-c2ccccc2)c2c1CCCC2	0	-4	3	-9	15	10	-1	0	0
CC(=O)Nc1ccc(NC(=O)C(C)OC(=O)CNC(=O)c2cccs2)cc1 (configuration not stated)	4	7	1	2	4	6	4	5	1
O=C(O)c1c(Cl)c(Cl)c(Cl)c(Cl)c1C(=O)N1CCCCCC1	-4	0	-4	6	0	-7	-23	3	2
CCc1ccc(NC(=O)C(=O)NCc2ccccn2)cc1	4	0	5	8	6	-11	-10	-2	-2
Cc1cccc(Oc2ccc(Cl)cc2N)c1	-1	2	-3	5	3	4	1	7	1
CCOc1ccc(C)cc1S(=O)(=O)n1nc(C)cc1C	2	2	2	4	2	-7	4	12	0
Cc1ccc(NC(=O)Nc2cccc(C(F)(F)F)c2)nc1	-5	-3	-1	3	2	-9	9	-4	0
O=[N+]([O-])c1ccc(Cl)cc1CN1CCCCCC1	-2	3	10	3	-2	9	4	7	2
O=C(/C=C/c1cccs1)c1ccc(N2CCOCC2)cc1	1	8	1	-10	5	3	-1	8	1
COc1cc2nc(=S)n3[nH]c(COc4ccccc4C)nc3c2cc1OC	-1	1	-6	2	4	7	0	2	3
CCC/C(=N\NC(=O)C1CC1)c1ccc(Br)cc1	2	-2	-2	4	1	10	0	5	1
NC(=O)C1CCN(C(=O)COc2ccc(Nc3ccccc3)cc2)CC1	1	5	-9	-3	18	14	1	1	-4
CC(C)Cn1c(=O)[nH]c(=O)c2c(C(F)(F)F)cc(-c3ccccc3)nc21	2	4	-12	1	-2	10	-2	1	2

One compound at a time, as listed above. Screens in order: LYPLA2 inh, PAFAH1B2 FP inh, EBNA-1 inh, PAFAH2 inh, pPAFAH inh, PREPL inh, ZTA counter, PAFAH1B3 FP inh, LYPLA1 inh
`COc1cc2nc(=S)n3[nH]c(COc4ccccc4C)nc3c2cc1OC` in the list: -1, 1, -6, 2, 4, 7, 0, 2, 3
`N#Cc1c(N2CCN(C(=O)c3ccco3)CC2)nc(-c2ccccc2)c2c1CCCC2` in the list: 0, -4, 3, -9, 15, 10, -1, 0, 0
`CCC/C(=N\NC(=O)C1CC1)c1ccc(Br)cc1` in the list: 2, -2, -2, 4, 1, 10, 0, 5, 1
`O=[N+]([O-])c1ccc(Cl)cc1CN1CCCCCC1` in the list: -2, 3, 10, 3, -2, 9, 4, 7, 2
`CCOc1ccc(C)cc1S(=O)(=O)n1nc(C)cc1C` in the list: 2, 2, 2, 4, 2, -7, 4, 12, 0

Random excerpt: two compounds from above.
SMILES	LYPLA2 inh	PAFAH1B2 FP inh	EBNA-1 inh	PAFAH2 inh	pPAFAH inh	PREPL inh	ZTA counter	PAFAH1B3 FP inh	LYPLA1 inh
O=[N+]([O-])c1ccc(Cl)cc1CN1CCCCCC1	-2	3	10	3	-2	9	4	7	2
CCc1ccc(NC(=O)C(=O)NCc2ccccn2)cc1	4	0	5	8	6	-11	-10	-2	-2

Further results follow.
SMILES	LYPLA2 inh	PAFAH1B2 FP inh	EBNA-1 inh	PAFAH2 inh	pPAFAH inh	PREPL inh	ZTA counter	PAFAH1B3 FP inh	LYPLA1 inh
CCc1ccc(NC(=O)C(C)Sc2nnc(CN3CCCC3)o2)cc1 (configuration not stated)	4	5	/	2	0	13	8	6	1
Cn1nc(C(C)(C)C)cc1C(=O)NCc1cc(F)cc2c1OCOC2	-5	-1	-3	0	1	-10	-2	1	0
CCn1nc(C(=O)NNC(=O)COc2ccc(OC)cc2)c2ccccc2c1=O	8	-5	6	6	1	-6	-5	4	3
CC(=O)c1sc(N)c(C(=O)OC(C)C)c1C	-1	-3	2	0	2	-3	0	5	-5
CCC(C)C(NC(=O)C1CCC(C)CC1)C(=O)NCCCN1CCCCC1CC (configuration not stated)	4	2	4	-11	3	8	-4	1	-1
O=C(CN(CC1CCCO1)C(=O)CNS(=O)(=O)c1ccccc1)NCc1ccccc1 (configuration not stated)	6	3	1	22	10	0	-3	4	0
COc1ccc(CNC(=O)/C=C/c2ccc(OCCCF)cc2)cc1OC	2	0	6	6	1	12	-2	8	-1
CC(Sc1nnc(NC2CC2)s1)C(=O)Nc1ccc(S(N)(=O)=O)cc1 (configuration not stated)	/	8	/	3	4	9	/	5	/
CCCOCC(O)COc1ccccc1C(=O)N1CCOCC1 (configuration not stated)	-2	0	7	3	5	6	2	4	2
Cc1cc(=O)n2nc(N3CCC(C(=O)NCc4ccco4)CC3)sc2n1	8	-3	11	5	0	21	3	-3	4
N#CCc1nc(-c2cc3ccccc3oc2=O)cs1	-1	2	-5	4	8	-7	3	5	-1
COc1cc(C(=O)N2CCCN(C)CC2)cc(OC)c1C	1	-1	-10	-1	7	8	-8	6	0
CN(Cc1ccccc1)S(=O)(=O)c1ccccc1Br	/	3	/	0	6	/	/	6	/
CCOC(=O)c1sc(NC(=O)CCc2ccc(OC)cc2)nc1C	-8	-4	-4	2	2	-5	3	-4	2
CCOc1ccc(-c2nc3c(s2)CCc2onc(-c4ccc(OC)cc4)c2-3)cc1	1	6	-2	1	-1	9	-6	0	-1
COc1ccc(/C=N/Nc2ccccc2)cc1Cn1nc(C)c([N+](=O)[O-])c1C	-3	3	-2	5	-4	6	3	9	-4
CN1C(=O)C(O)(CC(=O)c2cccc(-n3cccc3)c2)c2ccccc21 (configuration not stated)	-6	2	3	-4	6	-16	-4	0	0
CN(C)S(=O)(=O)c1ccc(C(=O)Nc2ccn(C)n2)cc1	-3	1	-10	-1	6	-2	-1	5	0
COc1cccc(CN(C)C(=O)c2cc(COc3ccc4ncccc4c3)on2)c1	14	3	-2	2	4	-6	8	11	6
Cc1cccc(OC(C)c2ccnc3nc(/N=C/N(C)C)nn23)c1 (configuration not stated)	1	2	10	-4	-2	15	1	-1	0
O=C(CSc1nnc(CNC(=O)c2ccccc2)o1)NCc1ccc(F)cc1	-3	5	7	5	2	-2	0	7	-1

Limited to PAFAH2 inh, for 2 of the compounds above:
SMILES | PAFAH2 inh
CN1C(=O)C(O)(CC(=O)c2cccc(-n3cccc3)c2)c2ccccc21 (configuration not stated) | -4
COc1cccc(CN(C)C(=O)c2cc(COc3ccc4ncccc4c3)on2)c1 | 2

Not all compounds are listed; count on the stated rates, not on these rows.
